High-throughput results from PubChem BioAssay.
Myeloid diff MLP = promotes myeloid progenitor differentiation; 360,000 compounds, 1% hits; calls only at 10 µM; ER-HoxA9 myeloid progenitors, lysozyme-GFP differentiation, flow cytometry;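 active means normalized GFP-positive differentiation at or above the plate's own cutoff, the solvent-only control mean plus 3 SD; inconclusive means no clear call, values can overlap the other calls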;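 further: cells exposed to compound for four days before flow analysis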
M17LAP inhibition = P. falciparum M17LAP inhibitors, primary screen, biochemical, fluorogenic H-Leu-NHMec substrate, 1536-well (AID 1619) | recombinant M17LAP, H-Leu-NHMec fluorogenic kinetic assay; higher % means a stronger effect | inhibition, % at 30 µM; hits with a dose series show IC50 in µM | 220,000 compounds, 0.38% hits;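 active means compound inhibiting the enzyme by more than half at any dose during confirmatory dose-response retesting; inconclusive means strong single-dose inhibitors picked by rank but not retested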;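 further: plate controls were full reaction with DMSO carrier for no effect and no enzyme background for full effect; strong numbers were not always called active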
M1AAP inhibition = P. falciparum M1AAP inhibitors, biochemical, fluorogenic H-Leu-NHMec substrate, 1536-well (AID 1445) | recombinant M1AAP, H-Leu-NHMec fluorogenic kinetic assay; higher % means a stronger effect | one-dose inhibition, % at 30 µM; IC50 in µM for titrated hits | 220,000 compounds, 0.42% hits;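 active means primary inhibition above the hit cutoff, then over 50% inhibition at one or more dose response concentrations, cut at about 23% in these data, passing the limit was not always enough; inconclusive means conflicting primary data, or primary hits not chosen for dose response; inactive means low primary inhibition, or under 50% at every dose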;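 further: plate controls were DMSO full reaction for no effect and no enzyme background for full effect; strong numbers were not always called active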
CSM14.1 death rescue = protection against thapsigargin-triggered cell killing – 384-well, CSM14.1, ATP luminescence, primary screen (AID 1222) | CSM14.1 thapsigargin-induced death rescue, ATP luminescence; higher % means a stronger effect | one-dose cellular ATP content (survival), % at 20 µM; EC50 in µM for titrated hits | 190,000 tested, under 10 active;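 active means EC50 below 50 µM in the dose-response confirmation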;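 further: death triggered by thapsigargin at about 15 µM added after 2 h compound pretreatment; cell ATP read after overnight thapsigargin exposure of roughly 18 to 22 hours; normalized against plate controls of thapsigargin alone and 5% DMSO vehicle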
PMI inhibition = human PMI inhibitors, high substrate, primary screen, biochemical, fluorescence intensity, high mannose 6-phosphate (AID 1220). recombinant PMI enzyme, coupled fluorescence intensity; higher % means a stronger effect. one-dose inhibition, % at 20 µM; IC50 in µM for titrated hits. 190,000 compounds, 0.66% hits
PMI inhibitors = MPI enzyme activity inhibition – biochemical, fluorescence intensity, coupled assay, primary screen (AID 1209). purified PMI enzyme, coupled fluorescence intensity; higher % means a stronger effect. one-dose inhibition, % at 20 µM; IC50 in µM for titrated hits. 190,000 compounds, 0.42% hits;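 further: plate controls were DMSO vehicle for no effect and wells lacking substrate for full effect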
TNAP activation fold = human TNAP enzyme activators, primary screen, biochemical, luminescent, no phosphate acceptor, uHTS (AID 1001). purified TNAP, luminescent activation assay, no phosphate acceptor; higher activation fold means a stronger effect. activation fold at 20 µM, or EC50 in µM where a hit was titrated. 200,000 compounds, 0.03% hits; in the data active means activation fold from about 3, or a potency from the dose series; inactive means the rest, 99 in 100 with activation fold below about 1.6; further: many of its hits are not listed in these tables
XIAP antagonists = XIAP antagonists, biochemical, IAP family, fluorescence polarization (AID 1018); XIAP BIR domain, fluorescence polarization peptide displacement; higher % means a stronger effect; displacement, % at 20 µM, or IC50 in µM where a hit was titrated; 200,000 compounds, 0.007% hits; in the data active means displacement above about 50%; further: a part of the inactive calls stands beside numbers as strong as those of hits
LYP inhibition = inhibitors of LYP phosphatase, biochemical, fluorescence intensity, uHTS (AID 1779); 290,000 compounds, 0.054% hits; recombinant LYP phosphatase, fluorescence intensity; higher % means a stronger effect; inhibition, % at 11.5 µM, or IC50 in µM where a hit was titrated;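 further: plate controls were vehicle with enzyme for no effect and no enzyme for full effect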
Myeloid diff MLP GFP+ MAC1+ % = second read-out of Myeloid diff MLP, no call of its own (marks repeat the call); GFP+ MAC1+ double positive, %; measured here: differentiation confirmed by MAC1 staining
An asterisk follows results filed as active; i = inactive; ? = inconclusive; . = not tested or not shown; & = joins results of further samples. Unless noted, no stated cut-off is given here; in the data, active means inhibition above about 50%; inactive means the rest. Some of the compounds tested; the hit share may differ from the screen's.

item	structure	Myeloid diff MLP	Myeloid diff MLP GFP+ MAC1+ %	M17LAP inhibition	M1AAP inhibition	CSM14.1 death rescue	PMI inhibition	PMI inhibitors	TNAP activation fold	XIAP antagonists	LYP inhibition
1	Cc1ccc(N2C(=O)NC(=O)/C(=C/C=C/c3ccco3)C2=O)cc1	i	1.2	-3%	20%	0.7%	-17%	-13%	0.8	-2.4%	1%
2	CCOP(=O)(OCC)C(Cc1ccccc1)NC(C)=O (centres undefined)	i	0.5	-2%	6%	.	.	.	.	.	-6%
3	C[C@H]1CC[C@H]2NCCN[C@H]2C1	i	0.4	-2%	-4%	.	.	.	.	.	-10%
4	COc1ccc(-n2c(O)c(C(C)=Nc3ccc4c(c3)CCC4)c(=O)[nH]c2=O)cc1	i	0.1	1%	-4%	.	.	.	.	.	-3%
5	CCOC(=O)C1=CC(=C2C(=O)N(CC)C(=S)N(CC)C2=O)c2ccccc2O1	.	.	17%	6%	4.5%	45%	28%	1.1	-5.8%	1%
6	Clc1ccc2c(c1)C(OC1CN3CCC1CC3)c1ccccc1CS2 (centres undefined)	i	0.4	-1%	5%	-1.7%	1%	-8%	1.2	-4.4%	-8%
7	CCCCCn1c(=O)c(C(=O)Nc2ccccc2S(N)(=O)=O)c(O)c2ccccc21	?	.	13%	-3%	0.7%	.	.	1.1	-3.2%	-7%
8	COc1ccc(-c2nc(CS(=O)CC(=O)N3CCC4(CC3)OCCO4)c(C)o2)cc1 (centres undefined)	i	1.0	19%	-1%	-1.3%	-2%	2%	1.1	-3.2%	1%
9	CCC(=Nc1ccc(OC)cc1OC)c1c(O)[nH]c(=O)[nH]c1=O	i	0.8	18%	18%	-1.2%	30%	9%	1.1	-2.6%	1%
10	CC(=NCCCn1ccnc1)c1c(O)n(-c2ccccc2)c(=O)[nH]c1=O	i	0.4	-14%	2%	.	.	.	.	.	-6%
11	Cc1cc(C)cc(N2C(=O)NC(=O)/C(=C/c3cccn3-c3ccc(Cl)cc3)C2=O)c1	i	0.7	4%	4%	-2.1%	-2%	6%	1	-6.9%	8%
12	CN1CCN(Cc2nc3ccccc3c(=O)[nH]2)CC1	i	0.9	1%	-8%	-1.0%	6%	7%	1	-6.4%	-5%
13	CC(=O)N1N=C2C3CCN(CC3)C2C1c1cccc2ccccc12 (centres undefined)	i	2.2	-11%	8%	-2.7%	-9%	-12%	1	-5.1%	-8%
14	O=C(CCl)Nc1nccs1	i	0.5	13%	3%	.	.	.	.	.	-4%
15	NC(Cc1ccccc1)Cc1ccccc1	i	0.4	8%	1%	.	1%	-4%	1.1	-6.2%	-5%
16	CC(c1ccccc1)n1cncc1C(=O)O (centres undefined)	i	0.8	-1%	2%	5.2%	-8%	-10%	1	-0.9%	-6%
17	COc1cc2c(cc1OC)-c1c(OC)c(OC)cc3c1C(C2)N(C)CC3 (centres undefined)	i	2.1	9%	11%	1.2%	39%	11%	1.1	-1.8%	-8%
18	CC1CCCCN1C(=O)c1ccc(N2CC3CC(C2)c2cccc(=O)n2C3)c([N+](=O)[O-])c1 (centres undefined)	i	0.5	9%	3%	0.5%	-8%	1%	1	-3.3%	-2%
19	CC12CC[C@H]3[C@@H](CCC4(O)C[C@H](O)CCC34/C=N/NC(=O)c3ccccc3O)C1(O)CCC2C1=CC(=O)OC1 (some centres undefined)	i	0.4	8%	0%	.	.	.	.	.	-2%
20	C=CCn1c(O)c(/C=N/NC(=O)c2ccncc2)c(=O)[nH]c1=O	i	0.2	34%	22%	.	.	.	.	.	-5%
21	COP(=O)(OC)C(NC(=O)C(C)(C)C)=C(Cl)Cl	.	.	3%	-1%	3.6%	-10%	-12%	1	-4.2%	-9%
22	O=[N+]([O-])c1cc(-n2cnnn2)c(O)c([N+](=O)[O-])c1	i	1.1	20%	10%	.	.	.	.	.	-3%
23	O=C(c1ccccc1F)c1cn(Cc2ccccc2)c2ccccc12	i	1.6	-7%	3%	-0.3%	8%	14%	1.1	0.3%	2%
24	O=C(CN1CCCC1=O)NCCc1ccccc1	i	0.0	2%	0%	1.0%	-2%	-1%	1.1	-1.1%	-8%
25	Cc1ccc2c(c1)=C/C(=C\c1c(O)[nH]c(=O)[nH]c1=O)C(=O)N=2	i	0.4	16%	18%	0.0%	.	65%*	1.1	-10%	-6%
26	Cc1nn(C2CCOC(C)(C)C2)c2c1C(c1ccc(OC(C)C)cc1)SCC(=O)N2 (centres undefined)	.	.	-10%	-6%	-2.1%	-10%	0%	1.1	39%	-5%
27	CCN(CC)CCCN=Cc1c(O)n(-c2ccccc2F)c(=O)[nH]c1=O	i	1.2	-11%	-1%	1.6%	3%	-3%	1.1	-4.2%	-1%
28	C#CCOc1ccc2c(c1)c(C(C)=O)c(C)n2Cc1ccccc1	i	0.3	-3%	2%	.	.	.	.	.	1%
29	CCOC(=O)C1=C(N)OC2=C(C(=O)CCC2)[C@]12C(=O)N(CC(N)=O)c1ccccc12	i	0.4	-1%	3%	.	.	.	.	.	-5%
30	Fc1ccccc1CNC1CN2CCC1CC2 (centres undefined)	i	0.3	2%	-2%	0.4%	-12%	-12%	1.1	12%	-8%
31	O=C(Nc1ccc(Cl)cc1)OC1CN2CCC1CC2 (centres undefined)	i	0.5	4%	16%	.	.	.	.	.	-3%
32	CC1CC2(O)c3no[n+]([O-])c3CCC2N1O (centres undefined)	i	1.2	-1%	4%	-1.3%	-20%	-10%	1.1	-3.6%	-8%
33	CCc1ccccc1N1C(=O)CC(=O)NC1=O	i	0.3	1%	-4%	-1.3%	-8%	-15%	1.2	-3.2%	-7%
34	CC(=NCCN1CCCCC1)c1c(O)n(-c2ccc(Cl)cc2)c(=O)[nH]c1=O	i	7.3	6%	1%	-1.8%	3%	6%	1	-3.9%	-6%
35	C=CCn1c(O)c(C(C)=NCCc2c[nH]c3ccccc23)c(=O)[nH]c1=O	i	0.7	7%	4%	.	.	.	.	.	-3%
36	CC12CN3CCN(CC(C3)/C1=N/NC(N)=O)C2	i	1.1	-1%	1%	.	.	.	.	.	-6%
37	CCCC(C)C(=O)NC1CCSC1=O (centres undefined)	i	0.8	-8%	-10%	2.7%	10%	0%	1	-2.3%	-5%
38	CCN(CC)C(=O)c1ccc(NC(=O)c2cccc(F)c2)cc1	i	0.4	0%	3%	-0.3%	0%	4%	1.1	-2.1%	-2%
39	C#CC(CC)(CC)NC(=O)Nc1ccc(OCC)cc1	i	0.9	-3%	1%	-0.3%	17%	6%	1.1	-6.2%	-2%
40	CN(C)P(=NC(=S)c1cccn1C)(N(C)C)N(C)C	i	0.7	0%	5%	0.6%	0%	13%	0.9	-0.6%	-2%
41	O=c1[nH]c(=S)n(Cc2ccc(F)cc2)c(O)c1C=NCCCn1ccnc1	i	0.7	0%	3%	.	.	.	.	.	0%
42	CCN(CC)C(=O)c1ccc(NC(=O)CSc2nnnn2-c2cc(OC)ccc2OC)cc1	i	5.6	-1%	5%	-3.9%	2%	-1%	1.1	-4.0%	-8%
43	Cc1ccc(S(=O)(=O)Nc2cc(C(=O)N3CCC4(CC3)OCCO4)ccc2N2CCCCC2)cc1	i	0.8	-2%	4%	-0.8%	1%	5%	1.1	-1.8%	-4%
44	O=c1[nH]c(=O)n(CCc2ccc(F)cc2)c(O)c1C=NCCCN1CCOCC1	.	.	9%	-1%	3.3%	-2%	-6%	1.1	-0.7%	-3%
45	NC(=O)CN1CC(c2ccccc2)CC1=O (centres undefined)	i	0.7	10%	0%	3.3%	-1%	4%	1.1	-4.9%	-8%
46	O=C(c1cc(S(=O)(=O)N2CCOCC2)ccc1F)N1CCC2(CC1)OCCO2	i	7.4	-3%	-5%	-0.3%	-2%	3%	1.1	2.0%	2%
47	C=CCn1c(O)c(C(C)=NCc2cccnc2)c(=O)[nH]c1=O	i	1.1	2%	-5%	.	-2%	1%	1.1	-3.5%	8%
48	C[C@H]1O[C@@H](O[C@H]2[C@@H](O)C[C@H](O[C@H]3[C@@H](O)C[C@H](O[C@H]4CC[C@@]5(C)[C@H](CC[C@@H]6[C@@H]5CC[C@]5(C)[C@@H](C7=CC(=O)OC7)CC[C@]65O)C4)O[C@@H]3C)O[C@@H]2C)C[C@H](O)[C@@H]1O	.	.	0%	2%	-2.4%	4%	-7%	1.1	-7.7%	-1%
49	O=C(Nc1cccc2ccccc12)c1nn(C23CC4CC(CC(C4)C2)C3)cc1Br	i	0.7	2%	5%	3.8%	1%	4%	1.1	-6.9%	0%
50	O=c1[nH]c(=O)n(CC2CCCO2)c(O)c1/C=C1\C=Nc2ccccc21 (centres undefined)	i	0.6&0.6	7%&21%	7%&15%	-6.1%	1%	-3%	0.9	-2.0%	-6%&3%
51	Cc1ccc2c(c1)CC1(CN2C)C(=O)NC(=O)N(c2cccc(C)c2C)C1=O (centres undefined)	i	0.9	0%	5%	-2.7%	-82%	-62%	1.1	-4.0%	-9%
52	NP(=O)(OCC(F)(F)F)Oc1ccc(Cl)cc1 (centres undefined)	i	0.9	5%	20%	-2.5%	-5%	3%	1.2	-7.7%	-7%
53	C=CCN(CC=C)C(=O)Nc1ccc(OCC)cc1	i	0.6	2%	-5%	-1.6%	18%	15%	1.1	-10%	-4%
54	CNC(=O)Nc1ccc(C(=O)N/N=C\C23CC[C@@H](O)CC2(O)CC[C@@H]2[C@@H]3CCC3(C)C(C4=CC(=O)OC4)CCC23O)cc1 (some centres undefined)	i	1.4	4%	5%	.	.	.	.	.	-2%
55	Cc1ccc(-c2ccc(=O)n(CCC(=O)N3CCC4(CC3)OCCO4)n2)cc1	i	0.5	5%	-2%	-1.6%	0%	-9%	1.1	-3.5%	3%

Some of the entries above in a different format.
The line under a structure holds: Myeloid diff MLP	Myeloid diff MLP GFP+ MAC1+ %	M17LAP inhibition	M1AAP inhibition	CSM14.1 death rescue	PMI inhibition	PMI inhibitors	TNAP activation fold	XIAP antagonists	LYP inhibition
8. COc1ccc(-c2nc(CS(=O)CC(=O)N3CCC4(CC3)OCCO4)c(C)o2)cc1 (centres undefined)
→ i	1.0	19%	-1%	-1.3%	-2%	2%	1.1	-3.2%	1%
52. NP(=O)(OCC(F)(F)F)Oc1ccc(Cl)cc1 (centres undefined)
→ i	0.9	5%	20%	-2.5%	-5%	3%	1.2	-7.7%	-7%
25. Cc1ccc2c(c1)=C/C(=C\c1c(O)[nH]c(=O)[nH]c1=O)C(=O)N=2
→ i	0.4	16%	18%	0.0%	.	65%*	1.1	-10%	-6%
26. Cc1nn(C2CCOC(C)(C)C2)c2c1C(c1ccc(OC(C)C)cc1)SCC(=O)N2 (centres undefined)
→ .	.	-10%	-6%	-2.1%	-10%	0%	1.1	39%	-5%
